Assay outcomes: PubChem, National Center for Advancing Translational Sciences (NCATS)
A-T KAP1 phos: potential ataxia-telangiectasia treatments restoring KAP-1 phosphorylation | Potency, µM (doses to about 57.5 µM), for the others: top-dose activation, actives largely listed as activators | actives 0.19% (n = 320,000) | […] A-T fibroblasts, KAP-1 phosphorylation AlphaLISA; neocarzinostatin DNA damage 30 min before lysis; note: potency is the fitted concentration of half-maximal effect; % of control where 0% means no effect; nearly all actives have a fitted effect of over 45% in size
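ATM-like activity read as KAP-1 phosphorylation via AlphaLISA donor/acceptor antibody pairs after lysis and 6 hr at 25C. Cells were ATM-null patient fibroblasts ([…], hTERT), dosed 60 min, then exposed to the DSB inducer NCS for 30 min.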
CXXC DNA block: blocks binding of human MLL CXXC domain to DNA | Q03164 | MLL-CXXC / FITC-HOXA9 DNA fluorescence polarization | Potency, µM (doses to about 115 µM), for inactives: top-dose activity change, negative = inhibition, most hits filed as inhibitors | actives 0.037% (n = 290,000); active = well fitted inhibition curve with a large enough effect in the polarisation, with a control signal flat, not every such curve was filed as active; inconclusive = small, poorly fitted or top-dose-only effect, or effect the other way, or a change in a side signal; inactive = no such curve, though single readings can be large or run the other way; the % refers to the polarisation; note: potency is the fitted concentration of half-maximal effect
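Fluorescence polarization: 7 uM MLL-CXXC (stock) preincubated 5 min with compounds, then 50 nM fluorescein-HOX-A9 DNA (stock) added; 30 min ambient. Buffer 50 mM Tris-HCl pH 7.5, 50 mM NaCl, 1 mM DTT, 0.05% BSA.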
a7 integrin act: activators of alpha7 integrin expression for muscular dystrophy; actives 0.064% (n = 350,000); Potency, µM (titrated, usually from 38.3 µM), without a hit: at the highest dose activation, hits mostly activators; alpha7betagal myoblasts, beta-gal FDG fluorescence, 48 h;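 note: potency is the fitted concentration of half-maximal effect; 100% = response of the positive control SU9516; nearly all actives have a fitted effect of over 60% in size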
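Alpha7betagal+/- myoblasts (passage 13) were plated 16-24 hr, then exposed to compounds (1:260 dilution of DMSO stock) for 48 hours at 37C. After MPER lysis, β-galactosidase reporter activity was read as FDG fluorescence (ex 480/em 540) after 30 minutes.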
PTAP TSG101 blk: blocks PTAP/TSG101 interaction to inhibit HIV-1 budding. Q99816. Fluorescence polarization, FITC-PTAP peptide / Tsg101 binding. Potency, µM (highest dose often 115 µM), for the others: at the top dose activity change, negative = inhibition, actives largely listed as inhibitors. 340,000 tested, under 10 active; active = well fitted inhibition curve with a large enough effect in the main read-out, with a control signal flat, not every such curve was filed as active; inconclusive = small, poorly fitted or top-dose-only effect, or effect the other way, or a change in a side signal; inactive = no such curve, though single readings can be large or run the other way; note: potency is the fitted concentration of half-maximal effect; % of control where 0% means no effect
Target sequence (Q99816 whole entry, looked up): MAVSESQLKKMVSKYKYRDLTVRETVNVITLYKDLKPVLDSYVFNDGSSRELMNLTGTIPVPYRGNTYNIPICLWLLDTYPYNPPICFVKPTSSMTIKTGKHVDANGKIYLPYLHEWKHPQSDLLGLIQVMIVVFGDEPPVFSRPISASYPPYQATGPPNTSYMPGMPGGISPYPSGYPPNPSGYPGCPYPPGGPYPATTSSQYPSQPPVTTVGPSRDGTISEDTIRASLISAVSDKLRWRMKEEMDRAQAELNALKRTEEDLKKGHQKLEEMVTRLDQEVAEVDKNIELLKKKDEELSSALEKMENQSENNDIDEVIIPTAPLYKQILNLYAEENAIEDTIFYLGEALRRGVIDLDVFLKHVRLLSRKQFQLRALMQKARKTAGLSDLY
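Tsg101 binding domain (10 uM final) was mixed with compound and a FITC-labeled PTAP peptide (50 nM final) in HEPES pH 7.5 buffer with NaCl, Tween 20, EDTA and TCEP; fluorescence polarization was read after 20 min at r.t.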
S-ASM inh: blocks human secretory acid sphingomyelinase. P17405. placental ASM, HMU-PC fluorogenic substrate, 60 min. Potency, µM (highest dose often 57.5 µM), inactives show at the highest dose activity change, negative = inhibition, usual class: inhibitors. actives 0.006% (n = 340,000). AID 504937; note: potency is the fitted concentration of half-maximal effect
Target sequence (P17405 47-631 limits assumed): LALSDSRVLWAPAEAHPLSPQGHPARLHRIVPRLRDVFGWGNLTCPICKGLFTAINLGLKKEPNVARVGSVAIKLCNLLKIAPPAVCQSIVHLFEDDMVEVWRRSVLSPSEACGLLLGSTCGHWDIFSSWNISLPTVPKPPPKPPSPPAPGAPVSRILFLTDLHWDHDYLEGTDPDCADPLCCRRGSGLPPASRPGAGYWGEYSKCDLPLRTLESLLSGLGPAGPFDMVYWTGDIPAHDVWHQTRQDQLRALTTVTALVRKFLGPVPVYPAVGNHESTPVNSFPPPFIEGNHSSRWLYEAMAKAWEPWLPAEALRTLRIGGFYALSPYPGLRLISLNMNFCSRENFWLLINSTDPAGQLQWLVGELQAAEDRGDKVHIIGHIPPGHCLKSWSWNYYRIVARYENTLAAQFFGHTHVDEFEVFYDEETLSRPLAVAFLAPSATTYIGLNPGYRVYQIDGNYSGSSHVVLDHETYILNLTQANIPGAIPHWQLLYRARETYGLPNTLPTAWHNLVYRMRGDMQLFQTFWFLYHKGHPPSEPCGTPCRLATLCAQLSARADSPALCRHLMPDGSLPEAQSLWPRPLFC
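Human placenta-derived ASM preincubated with compound 10 min at room temperature, then reacted with 9 uM (final) fluorogenic HMU-PC substrate for 60 min at 37 C. Stop solution raises pH to 10; fluorescence read at Ex 386/Em 447 nm.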
Menin-MLL TR inh: menin-MLL binding inhibition, Texas Red mutant peptide | O00255 | Menin + Texas Red MLL mutant peptide, fluorescence polarization | Potency, µM (titrated, usually from 61.6 µM), for inactives: at the highest dose FP activity change, negative = inhibition, usual class: inhibitors | actives 0.23% (n = 270,000) | AID 1768; active = well fitted inhibition curve with a large enough effect in the polarisation, with a control signal flat, not every such curve was filed as active; inconclusive = small, poorly fitted or top-dose-only effect, or effect the other way, or a change in a side signal; inactive = no such curve, though single readings can be large or run the other way; the % refers to the polarisation; note: potency is the fitted concentration of half-maximal effect; % of control where 0% means no effect; many of its hits are not listed in these tables
MBNL1-CUG inh: inhibitors of human MBNL1 binding to CUG repeat RNA. TR-FRET MBNL1-His/biotin-(CUG)12 binding, 665/545 ratio. actives 0.036% (n = 280,000). AID 2675. Potency, µM (top dose mostly 57.5 µM), for inactives: at the top dose activity change, negative = inhibition, usual class: inhibitors; active = well fitted inhibition curve with a large enough effect in the signal ratio, with a control signal flat, not every such curve was filed as active; inconclusive = small, poorly fitted or top-dose-only effect, or effect the other way, or a change in a side signal; inactive = no such curve, though single readings can be large or run the other way; the % refers to the signal ratio; note: potency is the fitted concentration of half-maximal effect; % is set by controls: 0 for no effect and ±100 for the full control effect
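Compound titration spanned 92 nM–58 uM against the MBNL1-His/biotin-(CUG)12 complex. After 60 min at room temperature with 5 nM streptavidin-XL665 and 0.055 ng/ul terbium anti-His, ratiometric 665/545 nm emission (Ex 340 nm) normalized to controls.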
TCR activator: T cell receptor activation | primary human leukocytes, anti-CD3, IL-2 HTRF, 48 h | Potency, µM (highest dose often 9.22 µM), inactives show at the top dose activation of IL-2 secretion, hits mostly activators | 330,000 tested, under 10 active; note: % of control where 0% means no effect
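Primary human leukocytes receive a-CD3 beads and test compound and are incubated 48 hr. Secreted IL-2 is then assayed by HTRF, measuring 665nm acceptor emission after 320nm excitation of the europium donor.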
Mito fusion act: inhibitors of mitochondrial division or activators of mitochondrial fusion; S. cerevisiae fusion-defective mutant growth rescue, CellTiterGlo 48 h; actives 0.23% (n = 320,000); Potency, µM (titrated, usually from 46.1 µM), for the others: top-dose growth rescue (activation), actives largely listed as activators; AID 485298;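 note: potency is the fitted concentration of half-maximal effect; % of control where 0% means no effect; nearly all actives have a fitted effect of over 45% in size; temperature-sensitive fusion mutants such as fzo1-1 at 37 °C on non-fermentable ethanol glycerol medium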
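Yeast fusion mutant, YPEG (non-fermentable carbon), compound, 48 h at 37C non-permissive; CellTiterGlo added, 10 min RT, luminescence read. Rescued growth = division inhibition.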
TSHR antagonist: blocks TSH signaling through the human TSH receptor | P16473 | TSHR-expressing cells, TSH-stimulated cAMP HTRF, 2 h; hits give low values | activity change, negative = inhibition, % at 11.5 µM | actives 0.2% (n = 330,000) | AID 504810;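 active = activity change below a set negative limit, meaning inhibition stronger than a set level, cut at about -70% in these data; inconclusive = activity change between two set negative limits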; note: % is set by controls: 0 for no effect and ±100 for the full control effect
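Antagonism was scored as loss of TSH-driven cAMP in TSHR cells, stimulated with 4nM TSH (EC80) for 2 hours at 37 deg C and detected by homogeneous HTRF competition immunoassay.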
The depositor's hits bear a star; ? = inconclusive; · = no result given; & = joins results of further samples; [ ] = dose if it differs, or a comment. Unless noted, calls come from the whole dose curve; as a rule, active = well fitted curve in the direction sought with a large enough effect; inconclusive = small, poorly fitted or top-dose-only effect, or another doubt; inactive = no such curve, though single readings can be large; an effect the other way counts as inactive or inconclusive. Some of the compounds tested (hit frequency here may not be typical).

SMILES | A-T KAP1 phos | CXXC DNA block | a7 integrin act | PTAP TSG101 blk | S-ASM inh | Menin-MLL TR inh | MBNL1-CUG inh | TCR activator | Mito fusion act | TSHR antagonist
CN(C)CCCNC(=O)c1cc(Br)ccc1Cl | 5% | -16% | 6% | -3% | 1% | 3% | -9% | -5% | -1% | -2
CC(C)CCn1c(S(=O)(=O)O)nc2ccccc21 | -6% | -18% | -12% | -4% | 4% | 1% | -3% | 3% | 0% | -6
Cc1sc(NC(=O)C2CCCO2)c(C(N)=O)c1C (stereo not drawn) | -3% | -1% | -6% | 1% | 0% | -9% | -1% | 11%[46.1 µM] | -2% | -5
COc1ccc(-c2nnn(CC(=O)NCc3ccc4c(c3)OCO4)n2)cc1OC | -20% | 7% | 2% | -1% | -2% | 11% | -5% | -3% | -4% | 4
CCOC(=O)COn1c(=O)c(-c2cc3ccccc3o2)[n+]([O-])c2ccccc21 | -9% | ? | 22% | ? | 6% | ? | ? | -1% | 6% | 23
CCc1nc(SCC(N)=O)c2c(=O)n(C)c(=O)n(C)c2n1 | 0% | 0% | 16% | -5% | 0% | 0% | ? | 7% | -3% | 14
CNCCC(Oc1ccccc1OC)c1ccccc1 (stereo not drawn) | · | -11% | · | -3% | -4% | 5%&-12% | · | -6% | -4% | -19
CNC(=O)C1(CC(C)C)C=CCN1C(C)=O (stereo not drawn) | -18% | 10% | 5% | -3% | 4% | 16%&3% | -14% | -6% | -4% | 13
CC(C)c1onc(C(=O)Nc2cccnc2Cl)c1[N+](=O)[O-] | 3% | 3% | -9% | 0% | 6% | 1% | 10% | 7% | 4% | 4
O=S(=O)(c1ccc(F)cc1)N1CCN(CC(O)COCc2cccs2)CC1 (stereo not drawn) | 7% | -6% | -6% | -7% | 6% | -1% | -8% | 2% | 3% | -12
CCOC(=O)N1CCN(C(=O)c2cccc(OC)c2O)CC1 | · | -4% | 17% | -1% | 2% | 5% | 1% | 0% | -4% | -2
O=C(C1=NN[C@@H]2C(=O)N(Cc3ccccc3)C(=O)[C@H]12)c1ccc([N+](=O)[O-])cc1 | 4% | 20% | ? | -4% | -5% | · | ? | -6% | 1% | -2

Profiles, looked up by structure. Values in the order: A-T KAP1 phos, CXXC DNA block, a7 integrin act, PTAP TSG101 blk, S-ASM inh, Menin-MLL TR inh, MBNL1-CUG inh, TCR activator, Mito fusion act, TSHR antagonist
Listed for CCc1nc(SCC(N)=O)c2c(=O)n(C)c(=O)n(C)c2n1 : 0%, 0%, 16%, -5%, 0%, 0%, ?, 7%, -3%, 14
Listed for O=S(=O)(c1ccc(F)cc1)N1CCN(CC(O)COCc2cccs2)CC1 (stereo not drawn) : 7%, -6%, -6%, -7%, 6%, -1%, -8%, 2%, 3%, -12

Continuation:
SMILES | A-T KAP1 phos | CXXC DNA block | a7 integrin act | PTAP TSG101 blk | S-ASM inh | Menin-MLL TR inh | MBNL1-CUG inh | TCR activator | Mito fusion act | TSHR antagonist
O=C(CCN1C(=O)C2C3C=CC(C3)C2C1=O)Nc1c(F)cc(F)cc1Br (stereo not drawn) | 5% | 2% | -18%[1.53 µM] | -2% | 3% | 0% | -6% | 3% | -11% | 12
COc1cnc(-c2ccccn2)nc1Oc1ccc(F)cc1F | 7% | 0% | -18% | -9% | 0% | -11% | 5% | -4% | -2% | 2
Cc1oc(-c2cccs2)nc1CN1CCN(C2CCCC2)C(CCO)C1 (stereo not drawn) | 3% | 15% | ? | -5% | 0% | 1% | -3% | 3% | 2% | 0
COc1cc(NC(=O)C2CCN(S(=O)(=O)c3ccc4[nH]c(=O)oc4c3)CC2)cc(OC)c1 | 7% | 62%[activator] | 7% | 0% | -10% | · | -6% | 2% | 2% | -42
Nc1c(/C=C2/C=CC(=O)C(O)=C2)c(=O)nc2sc(CC(=O)N3CCOCC3)nn12 | · | · | 0% | -4% | -2% | · | · | 5% | · | ·
Cc1ccc(C(=O)N2CCN(c3ccc([N+](=O)[O-])c(N4CCOCC4)c3)CC2)cc1 | -9% | -6% | -8% | 0% | -8% | -7% | ? | -5%[46.1 µM] | 12% | -8
CCc1nnc(N/N=C/c2ccccc2F)n1N | 21% | 7% | -4% | -1% | 2% | -5% | 11% | -3% | 4% | 11
CC1(C)CC(=O)C2=C(C1)N(Cc1cccnc1)C(=O)C2(NC(=O)c1cccnc1)C(F)(F)F (stereo not drawn) | 0% | -7% | -10% | -8% | -3% | 23% | -3% | -1% | -3% | -7
Cc1cccc(OCC(=O)NCC(=O)N/N=C/c2ccc(N(C)C)cc2)c1 | 4% | 14% | -11% | -1% | 63%[activator] | · | 0% | -2% | -3% | -8
CC(=O)c1cccc(NC(=O)/C=C/c2ccc(S(=O)(=O)N3CCOCC3)cc2)c1 | -1% | · | -12% | 0% | -9% | · | · | -4% | · | 9
S=C(NCCc1ccccc1)Nc1ccc(N2CCCCC2)cc1 | -29% | 9% | -6% | -3% | -4% | -28% | 1% | -3% | -44%[inhibitor] | -3
Cc1ccc(S(=O)(=O)NN2C(=O)c3ccccc3NC2(C)C)cc1 | 14% | -1% | 6% | 0% | 60%[activator] | -19% | ? | -3%[46.1 µM] | -2% | 15

Compounds above that contain a nitro group on carbon (three):
SMILES | A-T KAP1 phos | CXXC DNA block | a7 integrin act | PTAP TSG101 blk | S-ASM inh | Menin-MLL TR inh | MBNL1-CUG inh | TCR activator | Mito fusion act | TSHR antagonist
CC(C)c1onc(C(=O)Nc2cccnc2Cl)c1[N+](=O)[O-] | 3% | 3% | -9% | 0% | 6% | 1% | 10% | 7% | 4% | 4
O=C(C1=NN[C@@H]2C(=O)N(Cc3ccccc3)C(=O)[C@H]12)c1ccc([N+](=O)[O-])cc1 | 4% | 20% | ? | -4% | -5% | · | ? | -6% | 1% | -2
Cc1ccc(C(=O)N2CCN(c3ccc([N+](=O)[O-])c(N4CCOCC4)c3)CC2)cc1 | -9% | -6% | -8% | 0% | -8% | -7% | ? | -5%[46.1 µM] | 12% | -8

The results go on:
SMILES | A-T KAP1 phos | CXXC DNA block | a7 integrin act | PTAP TSG101 blk | S-ASM inh | Menin-MLL TR inh | MBNL1-CUG inh | TCR activator | Mito fusion act | TSHR antagonist
CC1(c2nnc(Cc3ccccc3)o2)CC(c2cccc(F)c2)=NO1 (stereo not drawn) | 7% | · | 11% | · | -3% | · | · | -3% | -2% | 2
CC1(C)Cc2cccc(OCC(=O)NCCc3ccccc3)c2O1 | -9% | · | 5% | -4% | -4% | · | · | 9% | 7% | -7
COc1ccc(CN2CCNC(=O)C2CC(=O)NCc2cn3ccc(C)cc3n2)c(OC)c1 (stereo not drawn) | -7% | -14% | -8% | -6% | 5% | -9% | 2% | · | 2% | -16
Cc1c(C(C)CCCO)oc(=O)c2c1Oc1c(C)c(C(C)C[C@@H](C)O)oc(=O)c1C2 (stereo partly drawn) | 3% | · | 7% | -1% | 3% | · | · | 2% | -4% | -13
O=C(/C=C/c1ccco1)NC(=S)Nc1ccc(Cl)cn1 | -3% | -4% | -28% | -4% | -1% | ? | 20% | 5% | 0% | -4
CC12CCC(c3n[nH]c(=S)nc31)C2(C)C (stereo not drawn) | -2% | 6% | 32% | -1% | 5% | 6% | 8% | -1% | -4% | -4
Cc1cc(S(=O)(=O)N(Cc2ccc(C(C)C)cc2)CC2CCCO2)ccc1-n1cnnn1 (stereo not drawn) | · | 6% | -53%[inhibitor] | -11% | -22% | 0% | 2% | · | 12% | -12
Nc1nnc(Sc2ccc(Cl)cc2[N+](=O)[O-])s1 | -2% | 5% | 9% | -4% | -1% | -14% | 45%[activator] | 0%[46.1 µM] | -1% | 8
CC(=O)Nc1cccc(N=NN2CCOCC2)c1 | -2% | -5% | 13% | -1% | -7% | 13% | -3% | 0% | 2% | 8
Cc1ccc(CS(=O)(=O)CCC(=O)NCC2CCCO2)cc1 (stereo not drawn) | -7% | 8% | 3% | -6% | -3% | -4% | -2% | 5% | -8% | 6
CCS(=O)(=O)N1CCCC(C(=O)NCc2ccc3c(c2)OCO3)C1 (stereo not drawn) | -5% | 4% | -10% | 0% | -2% | -1% | 2% | 1% | -1% | 12
CCOc1ccc(Cn2ccnc2)cc1[N+](=O)[O-] | 12% | 10% | -20% | -10% | 0% | -18% | · | 1%[46.1 µM] | -4% | 10
